TAG inh = inhibitors of triacylglycerol accumulation, primary screen, cell-based, uHTS, fluorescence, H9c2; H9c2 cells, Nile Red lipid (TAG) fluorescence; cells loaded with 200 µM oleic acid; inhibition, % at 12.5 µM; hit rate 0.66% among 230,000;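 active = pattern-corrected inhibition of lipid staining of at least 50% with the nuclear-stain viability signal not falling by more than 50%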;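 also: 0% = DMSO wells and 100% = triacsin C control wells; some results filed as inactive read as strong as hits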
TAG inh DAPI viability = further read-out of TAG inh, marked with its call; DAPI nuclei signal change (viability), lower = more cytotoxic, %;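 whole-well DAPI fluorescence read on a plate reader as a viability signal; minus 50 percent equals half of cells still viable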
An asterisk follows results filed as active; i = inactive. A portion of the library; rates above refer to the full screens.

1) CC(C)(C)n1ncc2c(=O)n(CC(=O)N3CCCCC3)cnc21
2) NC(=O)COc1ncnc2scc(-c3ccc(F)cc3)c12
3) FC(F)(F)c1ccc2c(c1)[nH]c(=S)n2C1CC1
4) O=C(O)CC1(CC(=O)NCc2ccncc2)CCCCC1
5) COC(=O)N1CCCCC1c1cc(C(=O)N2CCOCC2)no1 (stereo not given)
6) Cc1ccc(S(=O)(=O)N(C)C)cc1NC(=O)COC(=O)/C=C/c1ccc(F)cc1
7) CCCSc1nnc(NC(=O)c2ccco2)s1
8) Cc1cc(C)c(OCC(=O)NCCCn2nc(C)cc2C)c(C)c1

Screen / compound no. | 1 | 2 | 3 | 4 | 5 | 6 | 7 | 8
TAG inh | 7.6 | -7.1 | -1.5 | 3.4 | -4.4 | -4.3 | 10.5 | -19.4
TAG inh DAPI viability | -0.4 | 8.8 | 1.8 | 1.6 | 14.8 | -0.6 | -7.7 | -3.5

The closing 4 records of the part before come first, to join the parts:
5) COC(=O)N1CCCCC1c1cc(C(=O)N2CCOCC2)no1 (stereo not given)
6) Cc1ccc(S(=O)(=O)N(C)C)cc1NC(=O)COC(=O)/C=C/c1ccc(F)cc1
7) CCCSc1nnc(NC(=O)c2ccco2)s1
8) Cc1cc(C)c(OCC(=O)NCCCn2nc(C)cc2C)c(C)c1
9) Nc1ccn(CCCNCC(c2ccccc2)c2ccccc2)c(=O)n1
10) O=C(Nc1ccc(NC(=O)c2cccs2)cc1)c1cccnc1
11) O=C(CCn1cnnn1)Nc1ccc(F)cc1
12) COCCn1c(SCC(N)=O)nnc1-c1c[nH]c2ccccc12
13) COc1ccccc1-c1coc2cc(O)cc(O)c2c1=O
14) CN(C(=O)NC1CCCCC1)c1ccccc1
15) Cn1nc(N)c2ncc(C(Cl)(Cl)Cl)nc21
16) C#CCOCCOCCOCCNc1nc(N2CCN(C(=O)[C@H](CCC(=O)O)n3cc(C(N)[C@H](C)CC)nn3)CC2)nc(N2CCN(C(=O)[C@H](CCC(=O)O)n3cc(C(N)[C@H](C)CC)nn3)CC2)n1 (stereo not given in full)

Screen / compound no. | 5 | 6 | 7 | 8 | 9 | 10 | 11 | 12 | 13 | 14 | 15 | 16
TAG inh | -4.4 | -4.3 | 10.5 | -19.4 | 0.1 | -0.9 | -2.8 | 1.4 | 14.2 | 2.6 | -4.1 | -17.1
TAG inh DAPI viability | 14.8 | -0.6 | -7.7 | -3.5 | 6.7 | 1.4 | -4.3 | 4.5 | -2.5 | 0.8 | -5.3 | 9.9

17) O=C(CS(=O)c1cccc(C(F)(F)F)c1)Nc1ccccc1Cl (stereo not given)
18) CC(C(=O)Nc1ccc(F)cc1Cl)N1CCN(S(=O)(=O)c2cccs2)CC1 (stereo not given)
19) CCCC(=O)Nc1ccc(C(=O)NCc2ccccn2)cc1
20) Cc1nc(N/N=C/c2ccc(Br)cc2)cc(N2CCOCC2)n1
21) COC(=O)c1ccc2c(c1C(=O)OC)CN(S(=O)(=O)C(C)(C)C)[C@@H]2CCO
22) O=c1c2ccccc2nc2c3ccccc3c(NCc3cccnc3)nn12
23) O=C(Nc1cccc(-c2nc3cccnc3s2)c1)c1cccnc1Cl
24) OC[C@@H]1[C@@H](c2ccc(F)cc2)C(c2cccc(Cl)c2)=NN1c1ccccc1

Screen / compound no. | 17 | 18 | 19 | 20 | 21 | 22 | 23 | 24
TAG inh | 4.1 | -23.7 | 3.0 | 33.0 | 19.1 | -6.7 | 9.2 | 10.2
TAG inh DAPI viability | -11.1 | -6.8 | -4.8 | -8.9 | -14.7 | 4.3 | -8.2 | i

25) N/C(=N\c1nc(CSc2nc3ccccc3s2)cc(=O)[nH]1)Nc1ccc(F)cc1
26) CCOc1ccc(N(C)S(=O)(=O)c2ccc(C)c(C(=O)NCCc3ccc(OC)cc3)c2)cc1
27) CCOC(=O)/C=C1\Nc2ccccc2SC1=O
28) COc1cc(CCCN[C@H](CN)Cc2ccccc2)cc(OC)c1OC
29) COc1ccccc1NC(=O)CCCN1C(=O)C2CC=CCC2C1=O (stereo not given)
30) COc1cc(/C=N\NC(=O)c2ccc(C)nc2)ccc1OC(=O)c1ccco1
31) CCOc1cc(C2NC(=O)NC(C)=C2C(=O)OC(C)CC)cc(Br)c1O (stereo not given)
32) COn1c(SCc2ccccc2)nc2ccccc2c1=O

Screen / compound no. | 25 | 26 | 27 | 28 | 29 | 30 | 31 | 32
TAG inh | -13.8 | 5.0 | 8.7 | 1.2 | 21.2 | 8.7 | -12.0 | -202.5
TAG inh DAPI viability | 1.4 | 4.2 | -2.2 | 10.9 | -9.5 | -6.5 | -2.6 | -2.9

33) Cc1cc(NC(=O)CSc2nc(C(C)(C)C)nc3ccccc23)no1
34) O=C1CN2C(=N1)N(Cc1ccccc1)c1ccccc12
35) O=C1N(c2ccccc2C(F)(F)F)O[C@@]1(c1ccccc1)C1CCCCC1
36) S=C(NCc1ccc(Cl)cc1)NN1CCOCC1
37) COc1ccc(CC(=O)NNC(=O)COc2ccc(Cl)cc2C)cc1S(=O)(=O)N1CCOCC1
38) CCOC(=O)c1sc(NC(=S)NC(=O)c2cccc(Cl)c2)c(C(=O)OCC)c1C
39) Cc1c(C2Nc3ccccc3NC3=C2C(=O)CC(C)(C)C3)cnn1C (stereo not given)
40) O=C(NNc1nc(N2CCOCC2)nc(N2CCOCC2)n1)c1ccccc1

Screen / compound no. | 33 | 34 | 35 | 36 | 37 | 38 | 39 | 40
TAG inh | -12.6 | -9.7 | -24.6 | -9.3 | 23.3 | 19.0 | -10.0 | 7.9
TAG inh DAPI viability | -14.4 | 5.4 | -16.4 | -3.1 | 2.8 | 1.3 | -10.3 | -2.5

41) COc1cc2ccccc2c2c1CCCC2=O
42) CC(C)(C)S(=O)(=O)N1Cc2cc(=O)n(Cc3ccccc3)c(CCO)c2[C@@H]1CCO
43) NC(=S)NN=C(c1ccc(F)cc1)C1CC1
44) c1ccc(C2Nc3ccccc3Oc3ccccc32)cc1 (stereo not given)
45) Cc1cc(C)n2nc(SCC(=O)N3CCCC(C)C3)nc2n1 (stereo not given)
46) O=C(OCc1ccc(Cl)cc1)c1cccnc1Cl
47) Cc1ccc(S(=O)(=O)CCC(=O)Nc2ccc3c(c2)OCO3)cc1
48) C=CS(=O)(=O)N(Cc1ccccc1Br)[C@H](CO)CC(C)C

Screen / compound no. | 41 | 42 | 43 | 44 | 45 | 46 | 47 | 48
TAG inh | -15.8 | -14.7 | -10.8 | -0.1 | -0.4 | -0.9 | -0.2 | -19.1
TAG inh DAPI viability | 7.5 | 9.3 | -0.7 | -6.8 | 5.7 | -3.6 | -10.2 | 8.9

49) Cc1ccc(C)c(N2CCN(C(=O)c3csc(C)c3C)CC2)c1
50) COC(=O)c1ccccc1NC(=O)CSc1nnc(COc2cccc(OC)c2)n1C
51) CCOc1ccc(CC(=O)Nc2nccs2)cc1OCC
52) CCCCn1c(N)c(N(CCOC)C(=O)CN(C)S(=O)(=O)c2ccc(F)cc2)c(=O)[nH]c1=O
53) C/C=C/c1ccc(OCC(=O)Nc2cc(C(F)(F)F)ccc2N2CCOCC2)c(OC)c1
54) CCCOc1ccc(Cl)cc1CNc1ccccc1
55) O=C(CN1CCN(Cc2ccc(F)cc2)C1=O)NC1CCCC1
56) CC(=O)c1c(COC(=O)c2ccc(Cl)cc2)nc2ccccc2[n+]1[O-]

Screen / compound no. | 49 | 50 | 51 | 52 | 53 | 54 | 55 | 56
TAG inh | -5.2 | 26.1 | 29.4 | 0.5 | 25.8 | 1.7 | -3.3 | 20.9
TAG inh DAPI viability | 5.9 | -15.9 | -5.0 | -3.0 | -4.3 | 9.9 | 0.9 | -15.2

4 records picked at random from those above:
50) COC(=O)c1ccccc1NC(=O)CSc1nnc(COc2cccc(OC)c2)n1C
54) CCCOc1ccc(Cl)cc1CNc1ccccc1
56) CC(=O)c1c(COC(=O)c2ccc(Cl)cc2)nc2ccccc2[n+]1[O-]
55) O=C(CN1CCN(Cc2ccc(F)cc2)C1=O)NC1CCCC1

Screen / compound no. | 50 | 54 | 56 | 55
TAG inh | 26.1 | 1.7 | 20.9 | -3.3
TAG inh DAPI viability | -15.9 | 9.9 | -15.2 | 0.9

The list continues.
57) CC(C)C(C(=O)Nc1ccc2c(c1)OCCO2)N1C(=O)c2ccccc2C1=O (stereo not given)
58) COc1cc2[nH]c(=S)nc(NC3CCCCCC3)c2cc1OC
59) COc1cc(-c2cc(N)n(S(=O)(=O)c3ccccc3)n2)cc(OC)c1OC
60) Cc1cc(NC(=O)c2ccc(S(=O)(=O)N3CCOCC3)cc2)no1
61) O=C(COC(=O)/C=C/c1cccc(F)c1)Nc1ccc2[nH]c(=O)[nH]c2c1
62) COC(=O)c1c(C)oc2ccc(N(C(=O)c3ccncc3)S(=O)(=O)c3ccccc3)cc12
63) COc1ccc(CNC(=O)COC(=O)C2=COCCO2)cc1
64) CC(=O)c1cccc(-n2nnnc2SCC(=O)NNC(=O)C(C)C)c1

Screen / compound no. | 57 | 58 | 59 | 60 | 61 | 62 | 63 | 64
TAG inh | 19.4 | 33.1 | -3.3 | -4.6 | 8.2 | -2.7 | -8.6 | -6.3
TAG inh DAPI viability | -12.2 | 17.9 | 1.0 | -3.7 | -7.2 | -3.0 | 3.1 | 3.1

65) COc1ccc(CN2CCN(Cc3cccn3-c3ncccn3)CC2CCO)c(C)c1C (stereo not given)
66) CCN(CC)CCC(=O)NC(C)(C)Cc1ccc(O)cc1
67) O=C(NC(Cc1c[nH]c2ccccc12)C(=O)NCc1ccc(F)cc1)OCc1ccccc1 (stereo not given)
68) C=CCNc1nc(NC(C)(C)CO)nc(OCC)n1
69) CCCCC(CC)CNC(=O)C(Cc1ccccc1)NS(=O)(=O)c1ccc2c(c1)CCC(=O)N2 (stereo not given)
70) Cc1ccc(C(c2nnnn2CCC(C)C)N2CCN(C)CC2)cc1 (stereo not given)
71) Cc1cc(C)n2nc(SCC(=O)N(CC(C)C)c3c(N)n(CC(C)C)c(=O)[nH]c3=O)nc2n1
72) CCCC1C(C#N)=C(N)Oc2cc(C)n(C)c(=O)c21 (stereo not given)

Screen / compound no. | 65 | 66 | 67 | 68 | 69 | 70 | 71 | 72
TAG inh | -20.4 | -0.6 | -12.5 | 19.6 | -7.9 | 3.0 | 7.3 | 2.2
TAG inh DAPI viability | 8.0 | -6.3 | -2.3 | -13.3 | 6.2 | -0.5 | 6.5 | -3.7

Looked up above.
Result of Cc1ccc(C(c2nnnn2CCC(C)C)N2CCN(C)CC2)cc1 (stereo not given) in TAG inh: 3.0
Result of CCCC1C(C#N)=C(N)Oc2cc(C)n(C)c(=O)c21 (stereo not given) in TAG inh: 2.2
Result of COc1ccc(CN2CCN(Cc3cccn3-c3ncccn3)CC2CCO)c(C)c1C (stereo not given) in TAG inh: -20.4
Result of CCN(CC)CCC(=O)NC(C)(C)Cc1ccc(O)cc1 in TAG inh DAPI viability: -6.3

More structures:
73) CC(C)(C)c1cc2nc(NCCc3ccc(S(N)(=O)=O)cc3)ccn2n1
74) CN(C(=O)CCN1C(=O)C2C3C=CC(C3)C2C1=O)c1ccccc1 (stereo not given)
75) O=Nc1ccc(O)c2ncccc12
76) CCOC(=O)c1ccc(Oc2nc(NC)nc(OC)n2)cc1
77) O=C(c1cc2ccccc2o1)N1CCN(S(=O)(=O)/C=C/c2ccccc2)CC1
78) CCOC(=O)N1CCN(C(=O)c2ccc3c(=O)n(CC4CCCO4)c(=S)[nH]c3c2)CC1 (stereo not given)
79) Nc1nonc1C(=O)NCCNc1ncccc1[N+](=O)[O-]
80) CCN1CCCC1CNC(=S)Nc1ccc(C(C)=O)cc1 (stereo not given)

Screen / compound no. | 73 | 74 | 75 | 76 | 77 | 78 | 79 | 80
TAG inh | -9.3 | 1.6 | 67.2* | 33.0 | -11.7 | -3.8 | 5.0 | 12.6
TAG inh DAPI viability | 1.7 | 8.4 | -19.7* | -36.3 | 3.5 | 6.8 | -2.0 | 19.9

81) Cc1cccn2c(=O)c3cc(C(=O)NCC4CCCO4)c(=N)n(CCN4CCOCC4)c3nc12 (stereo not given)
82) COc1cc(-n2c(C)nc3cc(C(=O)O)ccc32)cc(OC)c1OC
83) COc1c2c(nc3occc13)C(CCC(C)(C)O)(OC)C(O)CC2 (stereo not given)
84) N#C/C(=N\O)c1nc2ccccc2s1
85) O=C(Nc1ccc2oc(-c3ccccc3F)nc2c1)c1cncc(Br)c1
86) Cc1cc(C)n(-c2nc3ccccc3nc2N2CCCCCC2)n1
87) O=C(c1cc(=O)[nH]c2ccccc12)N1CC=C(c2ccccc2)CC1
88) C(=N\N1CCOCC1)/c1cn(-c2ccccc2)nc1-c1ccccc1

Screen / compound no. | 81 | 82 | 83 | 84 | 85 | 86 | 87 | 88
TAG inh | 14.0 | -9.4 | -3.0 | -4.5 | 4.0 | 7.5 | 10.4 | 11.1
TAG inh DAPI viability | 2.0 | 2.1 | -11.8 | 5.2 | 14.1 | -1.7 | -4.4 | 18.4

89) Cc1cccc(NC(=O)c2sccc2-n2cccc2)c1C
90) COc1ccc(-c2onc3ccc(Cl)cc23)cc1
91) Cc1ccsc1/C=N/NC(=O)c1ccncc1
92) COC(=O)NNC(=O)c1ccccc1OC
93) CC(C)(C)OC(=O)C[C@H]1C/C=C\C[C@H](CC(=O)N[C@H](CO)Cc2ccccc2)C(=O)N2CCC[C@@H]2COC1=O
94) CC(C)Cc1ccc(CN2CCCC(NC(=O)CCN3CCOCC3)C2)cc1 (stereo not given)
95) COC(=O)c1ccc(NC(=O)C(=O)N2CCCC2)cc1
96) Cc1ccc(N2C(=O)N3[C@H](c4ccc(Cl)cc4)[C@@H]4C(=O)N(C5CCCCC5)C(=O)[C@@H]4[C@]3(Cc3ccccc3)C2=O)cc1

Screen / compound no. | 89 | 90 | 91 | 92 | 93 | 94 | 95 | 96
TAG inh | -10.7 | 0.8 | 12.8 | 1.5 | 9.8 | 3.8 | -2.2 | 31.8
TAG inh DAPI viability | -0.2 | -18.5 | -7.5 | 2.8 | -0.3 | 22.8 | -2.2 | 10.6

Source: PubChem
